VHR inh color – VHR1 phosphatase inhibitors, primary screen, biochemical, colorimetric, HTS. hit rate 0.7% among 50,000. inhibition, % at 20 µM. AID 1992, 2009. recombinant VHR phosphatase, colorimetric substrate read-out; in the data active = inhibition above about 60%; note: some results filed as inactive read as strong as hits
Target sequence (P51452 whole entry, looked up): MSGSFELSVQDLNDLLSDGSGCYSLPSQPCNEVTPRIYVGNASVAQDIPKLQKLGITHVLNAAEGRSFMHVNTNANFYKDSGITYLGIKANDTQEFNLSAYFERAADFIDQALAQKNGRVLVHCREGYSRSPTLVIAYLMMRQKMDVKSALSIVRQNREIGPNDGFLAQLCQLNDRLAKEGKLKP
* marks the source's active call; other numbers are inactive results. These rows are one share of the data, so the mix of outcomes need not match the whole.

SMILES	VHR inh color
COc1ccc(CN2CCN(Cc3cc(OC)c(OC)cc3OC)CC2)c(OC)c1	12.1
O=C(Nc1c(C(=O)Nc2ccc(Br)cc2)cnn1-c1ccccc1)c1cccc(F)c1	-5.3
COC(=O)C1=C(C)NC2=C(C(=O)CC(c3ccc(OC)cc3)C2)C1c1cc(OC)ccc1OC (stereo unspecified)	23.5
CCOc1ccc(C(=O)Nc2cc(-c3nc4ncccc4o3)ccc2C)cc1[N+](=O)[O-]	3.3
NC(N)=NS(=O)(=O)c1ccc(NC(=O)c2cccc([N+](=O)[O-])c2)cc1	-19.2
COc1ccccc1CNC(=O)Cc1ccc(Cl)cc1	-22.0
O=C(CCCOc1ccc(Cl)cc1Cl)Nc1ccc([N+](=O)[O-])cc1Cl	-19.0
Cc1ccc2c(Cl)c(C(=O)N3CCc4ccccc4C3)sc2c1	2.2
CCc1cccc(C)c1NS(=O)(=O)c1ccc(F)cc1	-35.5
COc1cc(NC(=O)c2cc3nc(-c4ccccc4)cc(C)n3n2)c(OC)cc1Cl	2.4
Cc1c(C(c2cc3c(cc2Br)OCO3)c2c(C)n(C)n(-c3ccccc3)c2=O)c(=O)n(-c2ccccc2)n1C	-14.9
COC(=O)c1ccc(C(=O)OC)c(NC(=O)Nc2ccc(Cl)c(Cl)c2)c1	-1.8
Cc1ccccc1NC(=O)/C=C/c1ccc(F)cc1	-24.0
Cc1c(-c2ccccc2)nc2ccccc2c1C(=O)NCCCc1ccccc1	3.1
C/C(=N/NC(=O)c1c[nH]c2ccccc12)c1cccc(NC(=O)c2ccco2)c1	-53.8
Cc1c(NC(=O)/C=C\C(=O)O)c(=O)n(-c2ccccc2)n1C	-49.6
O=C(c1cccc(Nc2nc(-c3ccccc3)c3cc(Br)ccc3n2)c1)N1CCOCC1	-26.0
Cc1ccc(-c2ccc(OC(=O)CCN3C(=O)c4ccccc4C3=O)cc2)cc1	-5.6
O=C(c1ccc(Br)cc1)c1ccc2c(c1)OCCCO2	-8.0
O=C(NCCc1ccc(F)cc1)C(=O)Nc1ccccc1	-8.8

Arranged by SMILES length (falling): part of the list above
SMILES	VHR inh color
Cc1c(C(c2cc3c(cc2Br)OCO3)c2c(C)n(C)n(-c3ccccc3)c2=O)c(=O)n(-c2ccccc2)n1C	-14.9
C/C(=N/NC(=O)c1c[nH]c2ccccc12)c1cccc(NC(=O)c2ccco2)c1	-53.8
COC(=O)c1ccc(C(=O)OC)c(NC(=O)Nc2ccc(Cl)c(Cl)c2)c1	-1.8

Going on with the list:
SMILES	VHR inh color
CCOC(=O)C1=C(C)NC2=C(C(=O)CC(c3ccccc3)C2)C1c1ccc(C)o1 (stereo unspecified)	-6.6
C=C(C)CNC(=S)NC1=C(C)N(C)N(c2ccccc2)C1=C	3.0
COc1cc([N+](=O)[O-])cc(/C=C2\C(=O)NC(=O)N(c3ccc(Cl)cc3)C2=O)c1O	9.9
CCNC(=O)C(=O)Nc1ccc(OC)c(Cl)c1	-22.4
O=C1NC(=S)N/C1=C\c1ccc(F)c(Br)c1	-8.5
Cc1ccccc1CN1CCN(Cc2ccc(F)cc2)CC1	9.5
Cc1ccc(/C(O)=C2/C(=O)C(=O)N(CCCCCC(=O)O)C2c2ccccc2)cc1 (stereo unspecified)	0.5
CCN1C(=O)/C(=C\c2ccccc2Sc2ccc(Cl)cc2)SC1=S	-42.9
O=C1N=c2ccc(Br)cc2=C1c1sc(=S)n(Cc2ccco2)c1O	-17.9
Cc1sc2nc(SCC(=O)NCCCN3CCOCC3)[nH]c(=O)c2c1C	1.9
COC(=O)c1c(NC(=O)C2CCCCC2C(=O)O)sc2c1CCC(c1ccccc1)C2 (stereo unspecified)	-18.7
CC(=O)Oc1ccc(-c2cccc(C(=O)Oc3ccccc3)c2)cc1	-13.5
COc1ccc(N(CC(=O)Nc2ccc(C)cc2)S(C)(=O)=O)cc1	-2.0
O=C(/C=C/c1ccccc1)Nc1nnc(-c2ccncc2)s1	-3.2
CCN(CC)CCNc1nc2nonc2nc1NCCN(CC)CC	-12.8
O=C(NC(=S)Nc1ccc(Cl)cc1Cl)c1ccco1	6.0
COc1ccc(NC(=O)C(=O)N/N=C/c2ccc(O)c(OC)c2)cc1	-9.0
COc1ccc(C)cc1NC(=O)C(=O)NCC1CCCO1 (stereo unspecified)	0.7
O=C(Cc1cccc2ccccc12)N1CCN(c2ccccc2)CC1	-23.4
CCOC(=O)c1ccc(-n2c(C)cc(/C=C3\NC(=S)NC3=O)c2C)cc1	-4.9
Nc1nc(-c2ccccc2)cn1/N=C/c1ccc(Cl)cc1Cl	-3.6
COC(=O)C1=C(C)NC2=C(C(=O)c3ccccc32)C1c1ccc(-c2ccc([N+](=O)[O-])cc2C)o1 (stereo unspecified)	-24.8
Cc1ccc(S(=O)(=O)N(CC(O)CN2CCOCC2)c2cccc3ccccc23)cc1 (stereo unspecified)	-6.3
O=[N+]([O-])c1cccc(CNC2CCCC2)c1	-14.9
COc1ccc(OC)c(NC(=O)CN(CCc2ccccc2)S(=O)(=O)c2ccc(Cl)cc2)c1	-12.6
CCOc1cc(-c2ccc(O)cc2)cc(=O)c2c(C)oc(C)c12	-12.0
O=C1NC(=O)C(=Cc2ccccc2OCc2ccc(Cl)cc2Cl)C(=O)N1	2.2
CC(NC(=O)COc1ccccc1O)C1CC2CCC1C2 (stereo unspecified)	8.1
CC(Oc1ccccc1)C(=O)N1CCC(Cc2ccccc2)CC1 (stereo unspecified)	5.2
Oc1ccccc1C(=S)N1CCCCC1	-6.3
CCOc1ccccc1NC(=O)c1c(NC(=O)CCC(=O)O)sc2c1CCCCC2	2.9
Cc1ccc(C(=O)n2c(C)nc3ccccc32)cc1C	-3.0
Cc1ccc(C(=O)Nc2sc3c(c2C(=O)N2CCC(C(N)=O)CC2)CCCC3)cc1	36.6
COc1ccc(-c2ccc(/C=C3/C(=O)NC(=O)N(c4ccc(C)cc4)C3=O)o2)c([N+](=O)[O-])c1	10.7
COc1ccc(N2C(=O)c3cccc4cccc(c34)C2=O)cc1OC	7.9
COC(=O)c1ccccc1NC(=O)c1ccccc1C	-5.2
Cc1onc(-c2c(F)cccc2Cl)c1C(=O)NCc1ccccn1	4.2
CCOC(=O)C(CCCOc1ccc(F)cc1)C(=O)OCC	-0.1
Cc1cccc(C)c1NC(=O)CSCc1c(Cl)cccc1Cl	-19.8
Cc1cccc(NC(=O)C(=O)NCCCO)c1C	-21.3

Random excerpt: 2 entries already listed
SMILES	VHR inh color
COc1ccc(N2C(=O)c3cccc4cccc(c34)C2=O)cc1OC	7.9
COc1ccc(-c2ccc(/C=C3/C(=O)NC(=O)N(c4ccc(C)cc4)C3=O)o2)c([N+](=O)[O-])c1	10.7

Continued.
SMILES	VHR inh color
Cc1cc(Cl)ccc1OC(C)C(=O)NCc1ccc2c(c1)OCO2 (stereo unspecified)	-4.9
CCN=C(Nc1cccc(Cl)c1)SC1CC(=O)N(c2ccc(OCC)cc2)C1=O (stereo unspecified)	-2.2
Cc1cccc(C(C2=C(O)CC(C)(C)CC2=O)C2C(=O)CC(C)(C)CC2=O)c1 (stereo unspecified)	-2.5
Cc1cc(C)c(C(=O)Nc2ccccc2C(N)=O)c(C)c1	-2.8
CC(=O)C1=C(O)C(=O)N(CC2CCCO2)C1c1ccc(C(C)C)cc1 (stereo unspecified)	-0.3
CCOC(=O)c1c(NC(=O)c2ccccc2F)sc(C(=O)Nc2cc(C(F)(F)F)ccc2Cl)c1C	3.1
C/C(=N\Nc1nnc2c(n1)[nH]c1ccccc12)c1ccc(C)o1	-6.7
COc1ccccc1CNC(=O)c1cccc(Cl)c1	-17.3
CC(=O)NC12CC3CC(CC(O)(C3)C1)C2	-14.0
CCNC(=O)c1sc2cc(C)ccc2c1Cl	-6.7
O=C(COc1ccccc1Cl)Nc1cc(C(F)(F)F)ccc1Cl	-13.5
O=C1C(Cl)=C(N2CCN(c3ccccc3)CC2)C(=O)N1c1cccc(Cl)c1	-2.0
O=C(NCc1ccc(Cl)cc1)c1ccc(C#Cc2ccccc2)cc1	5.4
CN1CCN(C(=O)CCCN2C(=O)/C(=C/c3ccccc3)SC2=S)CC1	-16.3
CCCCOc1ccc(C(=O)NCc2ccc3c(c2)OCO3)cc1	-16.8
CC1(C)Cc2c(sc(/N=C/N3CCCCC3)c2C#N)C(C)(C)N1	-1.3
COC(=O)C1=C(C)N(C)C(C)=C(C(=O)OC)C1c1ccc(C)c([N+](=O)[O-])c1	-23.1
N/C(=N\OC(=O)c1ccc(Cl)c([N+](=O)[O-])c1)c1ccccc1Cl	-10.5
CC12c3ccccc3C(c3ccccc31)C1C(=O)NNC(=O)C12 (stereo unspecified)	0.0
CCOc1ccc(OCC)c(C2C3CCCCC=C3C(C#N)=C(N)C2(C#N)C#N)c1 (stereo unspecified)	10.8
O=C(/C=C/c1ccccc1)Nc1ccc(O)c(-c2nc3ccccc3o2)c1	11.1
O=C(N/N=C/c1c(O)ccc2ccccc12)c1cc(-c2cccs2)[nH]n1	-13.6
CCOc1ccc(N(CC(=O)Nc2cc(C)cc(C)c2)S(C)(=O)=O)cc1	-63.9
CCOC(=O)N1CCN(C2CC(=O)N(c3cccc(Cl)c3)C2=O)CC1 (stereo unspecified)	-18.9
COc1ccc(N/N=C(/C#N)C(=N)N2CCOCC2)cc1	-13.9
Cc1nonc1C(=O)N/N=C/c1ccc2c(c1)OCO2	-13.6
O=C(NN1C(=O)/C(=C/c2ccc(O)c([N+](=O)[O-])c2)SC1=S)c1ccccc1Cl	-4.1
O=[N+]([O-])c1cccc(CNC2CCCCC2)c1	-13.0
COc1ccccc1/C=N/N=C1/NC(=O)C(Cc2ccc(Cl)cc2Cl)S1 (stereo unspecified)	-17.7
CCOC(=O)c1c(NC(=O)C2CCCO2)sc(C(=O)N(CC)CC)c1C (stereo unspecified)	21.6
CCOc1ccc(NC(=O)c2ccc(OC)c(OC)c2)c([N+](=O)[O-])c1	-26.0
CN1C(=O)/C(=C\c2ccc(OC(=O)c3cccc(Br)c3)cc2)SC1=S	-12.8
COc1cc(C(=O)Nc2ccc(C)c(Cl)c2)cc(OC)c1OC	-30.1
Cc1ccc(N2C(=O)CC(C(C)c3ccccc3)C2=O)c(Br)c1 (stereo unspecified)	-34.0
O=S(=O)(/N=C(/c1ccccc1)N1CCOCC1)c1ccccc1	-17.7
O=C1C2C3C=CC(C4CC34)C2C(=O)N1c1cccc(C(F)(F)F)c1 (stereo unspecified)	-36.0
COc1ccccc1-n1c(SCc2ccccc2)nc2ccccc2c1=O	-34.4
O=C(NCC1CCCO1)C(=O)Nc1nccs1 (stereo unspecified)	-3.2
O=[N+]([O-])c1ccc2nc(N3CCN(Cc4ccc5c(c4)OCO5)CC3)sc2c1	-10.2
O=C1CC(N2CCSCC2)C(=O)N1c1ccc(F)cc1 (stereo unspecified)	-23.8

Gathered by group: the compounds so far with two or more sulfur atoms.
SMILES	VHR inh color
CCN1C(=O)/C(=C\c2ccccc2Sc2ccc(Cl)cc2)SC1=S	-42.9
O=C1N=c2ccc(Br)cc2=C1c1sc(=S)n(Cc2ccco2)c1O	-17.9
Cc1sc2nc(SCC(=O)NCCCN3CCOCC3)[nH]c(=O)c2c1C	1.9
CN1CCN(C(=O)CCCN2C(=O)/C(=C/c3ccccc3)SC2=S)CC1	-16.3
O=C(NN1C(=O)/C(=C/c2ccc(O)c([N+](=O)[O-])c2)SC1=S)c1ccccc1Cl	-4.1
CN1C(=O)/C(=C\c2ccc(OC(=O)c3cccc(Br)c3)cc2)SC1=S	-12.8

(listing goes on)
SMILES	VHR inh color
O=C(CSc1nnc(-c2cccs2)n1-c1ccccc1)c1ccc(F)cc1	-3.5
O=C(NCc1ccco1)C(=O)Nc1ccc2c(c1)OCO2	5.9
Fc1ccc(NC(=S)Nc2ccc(Nc3ccccc3)cc2)cc1	-1.0
CCOc1ccc(-n2nc3ccc(NC(=S)NC(=O)c4ccccc4Cl)cc3n2)cc1	-13.8
Cc1ccc(C=C2C(=O)NC(=O)NC2=O)o1	-4.8
COc1ccc(NC(=O)C(=O)N/N=C/c2ccc3c(c2)OCO3)cc1	0.8
CC1=NN(c2ccccc2)C(=O)/C1=C/c1ccc(-c2ccc(C(=O)O)cc2)o1	6.1
CCOc1ccc2c(C)c(Cl)c(=O)oc2c1	-27.3
COc1ccc(CN2CCN(Cc3ccncc3)CC2)c(OC)c1	5.0
O=C(C(c1ccccc1)c1ccccc1)N1CCN(C2CC3CCC2C3)CC1 (stereo unspecified)	-3.9
COc1ccc(-c2cc(C(=O)N3CCCC3)c3ccccc3n2)cc1OC	-21.4
COc1ccc2c(Cl)c(C(=O)NCc3ccc4c(c3)OCO4)sc2c1	-29.7
C=CCN1C(=O)NC(=O)/C(=C\c2cccc(OCc3ccccc3Cl)c2)C1=O	-6.1
O=C(O)c1cc(-c2ccc(/C=N/Nc3ccc([N+](=O)[O-])cn3)o2)ccc1Cl	-0.6
CC(C)(C)NCC(O)COC1CCC(C(C)(C)C)CC1 (stereo unspecified)	-29.4
O=[N+]([O-])c1ccc(NCCNS(=O)(=O)Cc2ccccc2)cc1	9.5
COC(=O)c1c(NC(=O)c2ccc(OC)c(OC)c2)sc2c1CCC(C)C2 (stereo unspecified)	-19.5
COc1ccccc1/C=C/C=NN1CCN(Cc2ccccc2)CC1	5.0
C#CCOc1ccc(/C=C2\C(=O)NC(=O)N(c3ccc(Br)c(C)c3)C2=O)cc1	5.8
O=C1CS/C(=N/N=C/c2cc3c(cc2[N+](=O)[O-])OCO3)N1	0.2
O=C(/C=C/c1ccc([N+](=O)[O-])cc1)Nc1ccccc1Cl	-4.6
O=C(Nc1nc2ccccc2n1Cc1ccc(Cl)cc1)c1ccccc1	-21.7
CC1=C(C#N)c2nc(N)c(C#N)c(C)c2/C1=C\c1ccc(-c2ccc(C(=O)O)cc2)o1	-12.0
CC(C)(c1ccccc1)c1ccc(OCc2ccc(C(=O)O)o2)cc1	-10.3
COC(=O)C1=C(C)NC2=C(C(=O)CC(c3ccccc3)C2)C1c1cc(Cl)c(O)c(OC)c1 (stereo unspecified)	-8.8
Cc1cc(/C=C2/NC(=S)NC2=O)c(C)n1-c1cccc(Cl)c1	-24.4
O=C1/C(=C/c2ccccc2O)N2CCC1CC2	-7.8
O=C1Nc2ccccc2C12NN=C(c1ccccc1)S2 (stereo unspecified)	-6.2
COc1cccc(N2C(=O)CSC2=S)c1	-16.9
CNC(=O)CN(c1cccc([N+](=O)[O-])c1)S(=O)(=O)c1ccccc1	105.5
CC1=NN(c2ccccc2)C(=O)C1/C=C1\C(=O)NC(=O)N(c2ccc(C)cc2)C1=O (stereo unspecified)	-23.3

Bioassay records deposited in PubChem BioAssay by Sanford-Burnham Center for Chemical Genomics.
